Bioassay records from PubChem BioAssay.
OX1R antag = blocks the human orexin 1 receptor; 330,000 compounds, 0.43% hits; inhibition, % at 5 µM; CHO/OX1R cells, Fluo-8 calcium fluorescence, orexin A; AID 434989;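 active = inhibition above its plate's threshold, mean inhibition of all tested compounds on the plate plus 3 SD, cut at about 37% in these data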;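 note: 0% = orexin A challenge wells and 100% = SB-334867-A antagonist wells; not every result past the cut was called active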
Target sequence (O43613 whole entry, looked up): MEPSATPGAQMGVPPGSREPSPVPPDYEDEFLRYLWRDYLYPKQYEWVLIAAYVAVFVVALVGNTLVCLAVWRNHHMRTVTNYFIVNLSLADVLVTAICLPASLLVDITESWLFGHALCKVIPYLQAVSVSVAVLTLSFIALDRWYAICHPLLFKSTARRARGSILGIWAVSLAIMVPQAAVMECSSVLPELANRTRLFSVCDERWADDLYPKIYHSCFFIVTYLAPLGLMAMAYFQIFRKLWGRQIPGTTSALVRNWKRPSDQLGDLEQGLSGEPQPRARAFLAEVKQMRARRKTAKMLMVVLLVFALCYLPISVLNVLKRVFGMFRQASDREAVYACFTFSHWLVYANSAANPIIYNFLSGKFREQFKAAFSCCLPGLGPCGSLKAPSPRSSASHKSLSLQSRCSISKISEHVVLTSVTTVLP
CHT PAM = allosteric activators of human choline transporter CHT; Q9GZV3; CHT-expressing cells, membrane potential dye, choline EC20; stronger effect = higher value; LV-AA mutant CHT in HEK293 cells; B-score at 10 µM; 310,000 compounds, 0.49% hits; AID 488977;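 active = initial fluorescence not abnormally high and integrated response B-score, plate-corrected, over 3 SD above library mean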
Target sequence (Q9GZV3 whole entry, looked up): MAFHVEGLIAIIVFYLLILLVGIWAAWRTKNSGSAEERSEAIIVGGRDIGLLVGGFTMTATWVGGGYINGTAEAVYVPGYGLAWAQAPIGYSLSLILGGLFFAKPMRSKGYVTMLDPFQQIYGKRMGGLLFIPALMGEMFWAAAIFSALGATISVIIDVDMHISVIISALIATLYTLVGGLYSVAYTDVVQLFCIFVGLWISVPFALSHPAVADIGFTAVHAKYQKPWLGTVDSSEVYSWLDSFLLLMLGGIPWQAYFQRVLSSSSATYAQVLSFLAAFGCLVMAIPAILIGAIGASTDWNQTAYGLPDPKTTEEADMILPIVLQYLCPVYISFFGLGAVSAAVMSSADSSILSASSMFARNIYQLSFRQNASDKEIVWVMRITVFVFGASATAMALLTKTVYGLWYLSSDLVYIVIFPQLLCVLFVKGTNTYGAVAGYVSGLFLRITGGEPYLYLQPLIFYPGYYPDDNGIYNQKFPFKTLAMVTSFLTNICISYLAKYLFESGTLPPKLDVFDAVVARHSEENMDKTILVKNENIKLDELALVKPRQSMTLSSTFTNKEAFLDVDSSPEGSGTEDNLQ
Numbers without * were called inactive; i = inactive; x = not tested or not shown.

SMILES	OX1R antag	CHT PAM
Cc1c(OCc2ccc(C(=O)O)o2)ccc2c3c(c(=O)oc12)CCC3	5.0	i
CC1(C)CC(=O)C2=C(C1)OC(c1cccs1)C(C#N)=C2N (configuration not stated)	-19.9	i
COc1cn(-c2ccccc2)nc1C(=O)OCC(=O)Nc1ccc(C)c(C)c1	-16.7	x
CCC1(c2ccc(F)cc2)NC(=O)N(CC(=O)N2CC(=O)Nc3ccccc32)C1=O (configuration not stated)	-3.8	i
COC(=O)c1c(C)oc(C)c1S(=O)(=O)N1CCCC1	-12.5	i
Cc1ccc(NC(=O)Cc2nc(CSc3nnc(-c4ccc5c(c4)OCO5)o3)cs2)cc1	2.2	i
CCOc1ccc(C(=O)Nc2ccc3c(c2)OCCO3)cc1OC	-17.6	i
Cc1cc(NCc2ccccc2)n2ncnc2n1	0.0	i
Cc1cc(C)cc(NC(=O)CCc2c(C)nn(-c3ccc(N4CCCCC4)nn3)c2C)c1	-32.9	i
COc1cccc(C2C(C(=O)c3ccc(C)o3)=C(O)C(=O)N2CCN2CCOCC2)c1OC (configuration not stated)	-7.5	i
O=C1CCC([N+](=O)[O-])C(c2ccccc2F)N1 (configuration not stated)	-12.7	i
CC(Cc1c[nH]c2ccccc12)NC(N)=O (configuration not stated)	-24.5	i
COc1ccc(OC)c(NC(=O)CN(c2ccc(C)cc2)S(=O)(=O)c2c(C)n[nH]c2C)c1	-38.5	i
Cc1cc(C)nc(SCC(=O)c2ccc(F)cc2F)n1	-27.4	i
Cc1cccc(N(CC(=O)NC2CCCC2)C(=O)c2csnn2)c1C	-24.1	i
Nc1cc(C(=O)O)ccc1Nc1ccc(F)c(F)c1	0.6	i
CCn1c(SCC(=O)Nc2nc(C)cs2)nnc1-c1cccnc1	-18.8	i
COc1ccc(N2C(=O)[C@H]3CCC=C[C@H]3[C@@H]2c2ccccc2Br)cc1	-19.9	x
CCOC(=O)c1ccc(NC(=O)CN2CCc3ccccc3C2)cc1	-29.5	i
COc1cc(C(=O)O)nc2ccccc12	-17.4	i
COc1ccc(C(C(=O)NC(C)(C)C)N(C(=O)Cn2nnc3ccccc32)c2cccc(C(C)=O)c2)cc1O (configuration not stated)	-21.7	i
COc1ccc(-c2c(C#Cc3ccsc3)c3cc(-c4ccc5c(c4)OCO5)ccc3n2C)cc1	17.6	x
COc1ccc(-c2ccc(-c3noc(-c4ccccc4OC)n3)c(OC)n2)cc1	-38.5	i
CN=c1c([N+](=O)[O-])nn(-c2ccc3c(c2)OCCO3)n1O	-19.1	i
CCOC(=O)N1CCN(C(=O)c2ccccc2NC(=O)c2ccccc2Cl)CC1	-11.4	i
O=C(O)c1ccccc1S(=O)(=O)c1ccccc1CO	-0.3	i
CN(CC(=O)Nc1ccccc1Br)C(=O)CCC1CCCC1	-9.1	i
COc1ccc(CCNC(=O)C2CCN(S(=O)(=O)c3cnc[nH]3)CC2)cc1OC	-10.6	i
CC(C)CNC(=O)NC(=O)COC(=O)c1cccc(NS(=O)(=O)c2ccc(F)c(F)c2)c1	-33.0	i
CC(C)=CC(=O)Nc1ccc2c(c1)OCO2	-16.6	i
CC(NCC(O)COCc1cccs1)C1CC2CCC1C2 (configuration not stated)	-32.2	i
COC(=O)c1ccc(COc2ccc(C#N)cc2)o1	x	i
O=C(/C=C/c1cccnc1)c1ccc(NC(=O)c2cccc(Br)c2)cc1	-15.6	i
Fc1ccc(-n2c(-c3cccs3)nc3nc4ccccc4nc32)cc1	-4.1	i
COc1ccc(CCNC(=O)c2cccnc2)cc1	-1.8	i
Cc1nc(NCC2CCCO2)c2nnn(Cc3ccccc3)c2n1 (configuration not stated)	0.6	i
CCCCN1C(=O)/C(=C2/Sc3ccc(Cl)cc3N2CC)SC1=S	-25.0	i
C=CCn1c(CCSCc2ccccc2)n[nH]c1=S	-17.3	i
Cc1cc(S(=O)(=O)N(Cc2ccccc2Cl)c2ccc3c(c2)CCC3)ccc1-n1cnnn1	-5.0	i
Cn1c(Cc2nc3ccccc3n2C)nc2ccccc21	-8.8	i

Part of the list above in a different format:
SMILES,OX1R antag,CHT PAM
COc1ccc(C(C(=O)NC(C)(C)C)N(C(=O)Cn2nnc3ccccc32)c2cccc(C(C)=O)c2)cc1O (configuration not stated),-21.7,i
COc1ccc(-c2c(C#Cc3ccsc3)c3cc(-c4ccc5c(c4)OCO5)ccc3n2C)cc1,17.6,x

Following part:
SMILES	OX1R antag	CHT PAM
COc1ccc(C=O)cc1OS(=O)(=O)c1ccc(NC(C)=O)cc1	7.5	i
CCCN1CCC(=NNC(=O)c2ccc(Br)o2)CC1	-22.9	i
CCC[C@@H]1CCCO[C@@](C(=O)NCc2cc(C)n(C)n2)(C(F)(F)F)C1	-26.8	i
CCCCC(=O)NC(Nc1ccc(C)cn1)(C(=O)OCC)C(F)(F)F (configuration not stated)	-19.2	i
CCN1CCN(c2nc3ccccn3c(=O)c2C=O)CC1	8.3	i
COc1ccc2oc(C(=O)OCC(=O)N(C)C3CCCCC3)c(C)c2c1	-37.6	i
COc1ccc(CCNC(=O)CCCOc2cc(=O)n(C)c3ccccc23)cc1OC	3.0	i
O=C(N/N=C/c1ccccn1)C1CC1	-9.4	i
COC(=O)c1sccc1NC(=O)c1ccnn1C	-6.7	i
NC(=O)NCC(=O)N1CCN(S(=O)(=O)c2ccc(Cl)s2)CC1	2.0	x
Cc1ccn2c(-c3n[nH]c(=S)n3C)c(C)nc2c1	-1.7	i
COc1ccc(/C=N/n2cncn2)cc1Cn1cc([N+](=O)[O-])cn1	0.6	i
O=C1c2ccccc2C(=O)N1/N=C/c1ccc(O)c(O)c1	1.9	i
Cc1ccc(S(=O)(=O)Nc2ccc(N3CCOCC3)cc2)cc1	-7.8	i
CCOc1ccc2nc(SCC(=O)Nc3ncccn3)[nH]c2c1	-27.7	i
Cc1ccc(NC(=O)C(=O)NCc2ccco2)c(C)c1	-5.7	i
O=C(CC(=O)N/N=C\c1ccccc1[N+](=O)[O-])NCCc1ccccc1	-11.6	i
CCCCCn1c(=O)c(C(=O)OCC)c(O)c2ccccc21	-18.3	i
CC(NC(=S)Nc1ccccc1)C(c1cccs1)N1CCOCC1 (configuration not stated)	-8.5	i
CC(NC(=O)CNC(=O)[C@@H]1Cc2ccccc2CN1)c1ccccc1 (some centres not stated)	-13.8	i

Given with values under each structure: 2 of the compounds above
Every second line gives: OX1R antag | CHT PAM
COc1ccc2oc(C(=O)OCC(=O)N(C)C3CCCCC3)c(C)c2c1
  -37.6 | i
COc1ccc(CCNC(=O)CCCOc2cc(=O)n(C)c3ccccc23)cc1OC
  3.0 | i

Following part:
SMILES	OX1R antag	CHT PAM
O=C(CN1CCN(c2ccccc2)CC1)Nc1ccc(Oc2ccccc2)cc1	-25.5	i
CCOC(=O)c1sc(NC(=O)c2cc3n(n2)C(C(F)(F)F)CC(c2ccccc2)N3)c(C(=O)OCC)c1C (configuration not stated)	-0.6	i
Cc1ccc(SCCNC(=O)/C=C/c2ccc([N+](=O)[O-])cc2)cc1	-10.1	i
CC(=O)c1c(C)[nH]c(C(=O)OCC(=O)NCCCc2ccccc2)c1C	-29.1	x
COc1ccc(Cl)cc1NC(=O)CN(C)C1CCS(=O)(=O)C1 (configuration not stated)	-25.9	x
CS/C(N)=N/N=C/c1cc(Br)cc(Br)c1O	-22.1	i
CCCN1CCN(C(=O)Nc2cccc(C(F)(F)F)c2)CC1	-6.4	i
COc1cccc2sc(/N=C/N(C)C)nc12	-17.5	i
COc1cc(CNc2ccc(N3CCN(C(C)=O)CC3)cc2)ccc1OCc1ccccc1	-36.7	i
CCN(CC)C(=O)CSc1nc(-c2ccco2)cc(C(F)(F)F)c1C#N	-14.0	i
C=CCn1c(COc2ccccc2C)nnc1SCC(=O)O	-13.9	i
COc1cc(OC)cc(C(=O)N2CCC(C(=O)c3ccc(F)cc3)CC2)c1	-30.1	i
Cn1c2c(c3ccccc31)CCSC2=O	-12.5	i
CNC(=O)c1ccccc1Sc1ccccc1CO	-12.2	i
C/C=C(\C)C(=O)N1CC2(CC(c3cccc(NC(=O)CCCCC)c3)=NO2)C[C@@H]1C(N)=O (some centres not stated)	-1.2	i
Nc1ccc2oc(=O)c(-c3ccccc3)cc2c1	-8.8	i
NS(=O)(=O)c1ccc(NC(=O)/C=C/c2cccs2)cc1	-12.8	i
CCOC(=O)c1cc2sc(C)cc2n1CC(=O)Nc1ccc2c(c1)OCCO2	-16.0	i
CN(C)c1ccc(C(=O)OCC(=O)c2ccc[nH]2)cc1	3.3	x
O=C1/C(=C\c2ccc(-c3ccccc3[N+](=O)[O-])o2)C(c2ccccc2)=NN1c1ccccc1	-1.9	i

For convenience, some entries already given:
SMILES	OX1R antag	CHT PAM
C/C=C(\C)C(=O)N1CC2(CC(c3cccc(NC(=O)CCCCC)c3)=NO2)C[C@@H]1C(N)=O (some centres not stated)	-1.2	i
Nc1ccc2oc(=O)c(-c3ccccc3)cc2c1	-8.8	i
NS(=O)(=O)c1ccc(NC(=O)/C=C/c2cccs2)cc1	-12.8	i
CCOC(=O)c1cc2sc(C)cc2n1CC(=O)Nc1ccc2c(c1)OCCO2	-16.0	i
CN(C)c1ccc(C(=O)OCC(=O)c2ccc[nH]2)cc1	3.3	x
O=C1/C(=C\c2ccc(-c3ccccc3[N+](=O)[O-])o2)C(c2ccccc2)=NN1c1ccccc1	-1.9	i

Some of these compounds in order of the OX1R antag value, falling:
smiles	OX1R antag
CCOC(=O)c1sc(NC(=O)c2cc3n(n2)C(C(F)(F)F)CC(c2ccccc2)N3)c(C(=O)OCC)c1C (configuration not stated)	-0.6
O=C1/C(=C\c2ccc(-c3ccccc3[N+](=O)[O-])o2)C(c2ccccc2)=NN1c1ccccc1	-1.9
Cn1c2c(c3ccccc31)CCSC2=O	-12.5
CS/C(N)=N/N=C/c1cc(Br)cc(Br)c1O	-22.1
CC(=O)c1c(C)[nH]c(C(=O)OCC(=O)NCCCc2ccccc2)c1C	-29.1

Next section
SMILES	OX1R antag	CHT PAM
COc1cc([N+](=O)[O-])ccc1NC(=S)NNC(=O)c1ccc2c(c1)OCO2	-14.2	i
CN1CCN(NC(=O)Nc2ccc(F)cc2)CC1	x	i
Cc1ccc(C2/C(=C(/O)c3ccc(Br)cc3)C(=O)C(=O)N2Cc2ccco2)o1 (configuration not stated)	-8.5	i
CCn1c(C)nc2cc(S(=O)(=O)C(F)(F)F)ccc21	-8.9	i
CO/N=C/c1ccc(Sc2ccccc2)c([N+](=O)[O-])c1	-11.4	i
COc1ccc(NC(=O)CN(C)C(=O)CSCC(=O)Nc2ccc(C)cc2)cc1	-17.0	i
O=[N+]([O-])c1ccc(NC(=S)N2CCN(c3ccccn3)CC2)cc1	-13.7	i
O=C(/C=C/c1ccco1)Nc1cccc2cccnc12	-6.7	i
Cc1ccc(Cl)cc1N1CCN(Cc2cc3c(cc2O)CCC3)CC1	-6.3	i
c1coc(CNc2nc3ccccc3s2)c1	-28.8	i
COc1cc(S(=O)(=O)Nc2ncccc2C)c(OC)cc1Cl	-3.5	i
Clc1ccc(OCCCN2CCCC2)cc1Cl	-7.7	i
Cc1c(C(=O)N2CCC2)oc2ccc(Br)cc12	-12.3	i
CCN(C(=O)COC(=O)Cc1coc2cc(C)ccc12)c1c(N)n(Cc2ccccc2)c(=O)[nH]c1=O	-27.4	x
CCNS(=O)(=O)c1ccc(CCC(=O)N2CCN(c3ccccc3)CC2)cc1	-12.8	i
CCCc1cc(C(=O)Nc2cccc([N+](=O)[O-])c2)cs1	2.5	i
CCOC(=O)c1ccccc1NC(=O)CSc1nccn1C	-41.2	i
O=c1ccc2ccc(Oc3ccc([N+](=O)[O-])cc3Cl)cc2o1	-9.5	i
COc1ccc(CN2CCNC(=O)C2CC(=O)N2CCCO2)c(OC)c1 (configuration not stated)	-10.0	i
Cc1ccc(NC(=O)/C=C/C(=O)O)c(NC(=O)c2ccccc2)c1	0.7	i
COc1cc2c(cc1OC)-c1cc(NC3CCCCCC3)nc(=O)n1CC2	-10.2	i
CCOC(=O)NCc1ccccc1	7.8	i
CCCC1(C(=O)O)NC(c2ccc(OC)cc2O)C2C(=O)N(c3ccc(OC)cc3)C(=O)C21 (configuration not stated)	0.4	i
Cc1cccc(NC(=O)c2cc(Cl)sc2Cl)c1C	-7.0	i
Cn1nc(C(=O)NNC(=O)CCc2ccccc2Cl)c2ccccc2c1=O	-25.9	i
CC12CC3CC(C)(C1)CC(C(=O)NCc1cccnc1)(C3)C2	-8.0	i
Fc1ccccc1C(c1nnnn1Cc1ccc2c(c1)OCO2)N1CCN(Cc2ccco2)CC1 (configuration not stated)	-33.2	i
CN(C)CCN1C(=O)C(=O)/C(=C(/O)c2ccccc2)C1c1ccccc1F (configuration not stated)	-15.2	i
Cc1cccc(-c2sc(Nc3ccccc3)n[n+]2-c2ccccc2)c1	-16.5	i
COc1cc(C(=O)N2CCN(c3ccccc3Cl)CC2)ccc1OCC(=O)N1CCOCC1	-27.7	x
CCC(C(=O)OCC(=O)Nc1ccc(F)cc1)c1ccccc1 (configuration not stated)	17.3	x
Cc1c(Br)c(C(F)(F)F)nn1CC(=O)NCC1CCCO1 (configuration not stated)	-1.6	i
Cc1occc1C(=O)Nc1nn[nH]n1	5.6	i
CCCC(=O)NC(c1ccc(N(C)C)cc1)c1ccc2cccnc2c1O (configuration not stated)	-34.1	i
CN(CC(=O)Nc1ccc(Cl)c(C(F)(F)F)c1)C(=O)/C=C/c1ccco1	-11.3	i
O=C(Nc1nccs1)c1ccc2ccccc2c1	-25.4	i
CNS(=O)(=O)c1cc(-c2nnc(N3CCOCC3)c3ccccc23)ccc1C	-24.1	i
NC(=O)NC[C@@H]1CC[C@@H](Cc2ccc(-c3ccccc3)cc2)O1	-2.1	x
Cc1nc2ccc(NC(=O)c3ccc([N+](=O)[O-])cc3)cc2s1	7.8	i
COc1ccccc1NC(=O)C(C)OC(=O)CCC1CCCCC1 (configuration not stated)	-40.1	i
O=C1C(=C2CCCCC2)SC(=S)N1Cc1ccco1	-29.4	i
COc1cccc(N2CCN(C(=O)C3CCCN(S(=O)(=O)c4ccc5c(c4)oc(=O)n5C)C3)CC2)c1 (configuration not stated)	-24.5	i
Cc1ccc(Nc2nc(NCCO)nc(N3CCCC3)n2)cc1	-30.3	i
Cc1ccccc1NC(=O)CC1SC(=NC2CCCCC2)NC1=O (configuration not stated)	-19.4	i
